Assay outcomes deposited in PubChem by several laboratories.
MEX-5 binding: C. elegans MEX-5 TCR-2 RNA binding activity; Q9XUB2; 300,000 compounds, 0.38% hits; AID 1832; MEX-5/FITC-TCR2 RNA binding, fluorescence polarization; stronger effect = lower value; activity score (negative = inhibition of binding), % at 10 µM;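 active = inhibition past about -25% in most replicates, and total fluorescence under double the plate's negative control median, limit read from the data; inconclusive = replicates evenly split on the limit, or fluorescence at least double controls; inactive = too little inhibition in most replicates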;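 note: 0% = DMSO and -100% = 5 µM competing unlabeled TCR2 RNA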
Target sequence (Q9XUB2 whole entry, looked up): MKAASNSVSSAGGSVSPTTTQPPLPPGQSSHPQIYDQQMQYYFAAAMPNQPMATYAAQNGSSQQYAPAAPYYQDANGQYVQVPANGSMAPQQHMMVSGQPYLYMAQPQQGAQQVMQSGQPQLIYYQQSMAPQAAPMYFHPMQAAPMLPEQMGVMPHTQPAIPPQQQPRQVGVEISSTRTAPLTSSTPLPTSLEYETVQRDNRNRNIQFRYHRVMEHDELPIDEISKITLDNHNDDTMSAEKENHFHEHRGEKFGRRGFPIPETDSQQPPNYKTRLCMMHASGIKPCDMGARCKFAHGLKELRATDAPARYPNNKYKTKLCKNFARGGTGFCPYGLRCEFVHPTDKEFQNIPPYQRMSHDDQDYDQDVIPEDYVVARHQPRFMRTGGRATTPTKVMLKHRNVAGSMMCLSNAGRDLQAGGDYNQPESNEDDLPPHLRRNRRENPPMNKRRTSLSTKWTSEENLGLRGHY
Fam108B inh: Fam108B inhibition, counter-screen for RBBP9 inhibitors | recombinant Fam108B, FP-Rh probe fluorescence polarization | inhibition, % at 9.51 µM | 300,000 compounds, 0.33% hits | AID 1947;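 active = inhibition above the screen mean inhibition plus 3 SD, computed separately per campaign, cut at about 18% in these data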;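 note: inhibitors lower polarization as less probe binds the enzyme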
MCL1-BIM inh: MCL1-BIM-BH3 interaction inhibition (human); Q07820; GST-MCL1 / FITC-Bim-BH3 fluorescence polarization; inhibition, % at 10.9 µM; 320,000 compounds, 0.68% hits;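 active = inhibition above the mean inhibition of all tested compounds plus 3 SD, set per campaign, cut at about 40% in these data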;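 note: 0% = DMSO wells and 100% = unlabeled Bim-BH3 peptide control; higher means more loss of mP so more displacement of Bim peptide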
GLD-1 TGE inh: GLD-1-TGE RNA interaction inhibition (C. elegans). Q17339. 320,000 compounds, 0.44% hits. purified GLD-1 + fluorescein TGE RNA, fluorescence polarization. AID 2280. inhibition, % at 5.96 µM;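 active = percent inhibition above a per-plate cutoff, the plate mean of test compounds plus 3 SD, cut at about 30% in these data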;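 note: 0% = DMSO wells with GLD-1 and probe and 100% = wells lacking GLD-1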
PME-1 inh: PME-1 (human) inhibition; 320,000 compounds, 0.53% hits; AID 2130; inhibition, % at 5.9 µM; Q9Y570; recombinant PME-1, FP-Rh probe fluorescence polarization;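 active = inhibition above the campaign mean of all compounds plus 3 SD, cut at about 26% in these data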;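 note: competitive labeling of PME-1 active site by serine hydrolase directed probe; 0% = PME-1 with DMSO and 100% = wells lacking PME-1 enzyme; inhibitors block probe labeling so polarization falls and inhibition rises; many of its hits are not listed in these tables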
BCLXL inh: inhibitors of human Bcl-xL | GST-Bcl-xL / FITC-Bim BH3 peptide fluorescence polarization | Q07817 | 320,000 compounds, 0.7% hits | inhibition, % at 10.9 µM;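 active = inhibition above the mean of all tested compounds plus 3 SD, cutoff set per campaign, cut at about 30% in these data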;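 note: 0% = DMSO wells and 100% = unlabeled Bim-BH3 peptide competitor; inhibitors lower millipolarization by displacing the labeled peptide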
pPAFAH inh: pPAFAH (human) enzyme inhibition. inhibition, % at 3.39 µM. recombinant pPAFAH, FP-rhodamine probe fluorescence polarization. 330,000 compounds, 1.5% hits. Q13093;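 active = inhibition above the mean inhibition across the screen plus 3 SD, cut at about 25% in these data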;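 note: inhibitors block binding of the rhodamine activity-based probe so polarization drops; 0% = enzyme with DMSO and 100% = wells lacking pPAFAH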
Target sequence (Q13093 whole entry, looked up): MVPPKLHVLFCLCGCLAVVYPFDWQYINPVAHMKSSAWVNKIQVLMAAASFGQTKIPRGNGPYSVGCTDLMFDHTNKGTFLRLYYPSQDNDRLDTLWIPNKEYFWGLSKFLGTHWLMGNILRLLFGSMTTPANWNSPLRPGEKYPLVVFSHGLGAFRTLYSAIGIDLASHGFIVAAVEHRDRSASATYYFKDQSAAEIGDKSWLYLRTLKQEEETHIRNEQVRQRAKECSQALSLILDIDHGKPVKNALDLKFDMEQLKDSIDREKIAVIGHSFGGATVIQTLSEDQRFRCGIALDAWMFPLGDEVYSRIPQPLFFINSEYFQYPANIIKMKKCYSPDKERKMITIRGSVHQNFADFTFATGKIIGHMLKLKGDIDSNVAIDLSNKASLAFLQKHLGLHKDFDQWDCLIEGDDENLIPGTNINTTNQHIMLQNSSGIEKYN
PAFAH1B2 inh: PAFAH1B2 (human) inhibition. P68402. recombinant PAFAH1B2, FP-rhodamine activity probe, fluorescence polarization. inhibition, % at 3.39 µM. 340,000 compounds, 1.2% hits. AID 492953;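 active = inhibition above the mean of all tested compounds plus 3 SD, cut at about 24% in these data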;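 note: 0% = enzyme with DMSO and 100% = wells lacking PAFAH1B2; many of its hits are not listed in these tables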
AHR activator: activators of human aryl hydrocarbon receptor. AHR-responsive luciferase reporter cells, luminescence. activation, % at 5 µM. 320,000 compounds, 2.5% hits. AID 2796; in the data active = activation above about 47%;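 note: 0% = vehicle wells and 100% = reference agonist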
* = called active by the depositor; ? = inconclusive; · = not tested or not shown. Not all compounds are listed; rates above refer to the full screens.

mol | Fam108B inh | GLD-1 TGE inh | MEX-5 binding | PME-1 inh | pPAFAH inh | MCL1-BIM inh | AHR activator | PAFAH1B2 inh | BCLXL inh
Cc1ccccc1CSCC(=O)NC(=O)NC(C)(C)C | -3 | 2 | 0.3 | 6 | 1 | -3 | 1 | 0 | 0
COCc1cc(C)nc(SCC(=O)Nc2ccccc2N2CCOCC2)c1C#N | 1 | -13 | -4.4 | 6 | 11 | -6 | 23 | 6 | 0
Cc1ccc(Cn2ccc(NC(=O)c3c(-c4ccccc4Cl)noc3C)n2)cc1 | 2 | 1 | 0.4 | -6 | 3 | 2 | 6 | 1 | 0
CCCCCCSc1ccc(-c2nc3ccc(Cl)cn3c2NC2CCCCC2)cc1 | · | -27 | · | · | 5 | · | 1 | -1 | ·
Cn1nnc(NC(=O)c2ccco2)n1 | 2 | -1 | -0.3 | 3 | -1 | 0 | 2 | 4 | -2
COc1ccccc1Nc1nc(N)nc(CSC(=S)N2CC(C)CC(C)C2)n1 (stereo unspecified) | -3 | 9 | -0.3 | -8 | 3 | 13 | 26 | 3 | 10
O=C(CSc1nc2c(c(=O)n1-c1ccc(Cl)cc1)SCC2)Nc1ccc2c(c1)OCCO2 | -3 | 3 | · | -3 | 6 | -3 | 7 | -5 | 5
O=[N+]([O-])c1ccc(O)c(-c2nn[nH]n2)c1 | 3 | 1 | -2.4 | -4 | 1 | 16 | 12 | 11 | 10
O=C1C2C3CCC(C3)C2C(=O)N1Cc1ccccc1 (stereo unspecified) | 1 | 1 | -1.6 | -3 | 3 | 2 | -2 | 2 | 5
COc1ccccc1C(=O)O/N=C(\N)c1ccccc1Cl | 1 | 4 | 3.1 | 1 | 5 | 7 | 35 | -6 | -1
CCCS(=O)(=O)NCc1cn2c(C)csc2n1 | 1 | -5 | 0.8 | -1 | -1 | -5 | 12 | -3 | -2
O=C(OC(C(=O)Nc1ccc(Cl)cc1C(F)(F)F)c1ccccc1)C1=COCCO1 (stereo unspecified) | -5 | -1 | · | -6 | 4 | -5 | 0 | 0 | -2
CSc1ccc(C2Nc3cccc4cccc(c34)N2)cc1 | 19* | 9 | -3.4 | 48* | 0 | 9 | 31 | 1 | 9
CCc1nnc(NC(=O)CSc2nnc(COc3ccccc3)n2Cc2ccccc2)s1 | 0 | -1 | 1.0 | 8 | -2 | -9 | 1 | 3 | -8
CCCCC1CCC(C(=O)Nc2ccc(N3CCOCC3)cc2N2CCOCC2)CC1 (stereo unspecified) | · | -1 | · | 5 | 7 | 8 | 0 | 4 | 6
Cn1c(Sc2ccccc2Cl)c(C=O)c2ccccc21 | -4 | 3 | 2.1 | -1 | 2 | -2 | 1 | 3 | 0
Cc1ccc(/C=N/NC(=O)c2nnn(-c3nonc3N)c2-c2cccs2)cc1 | 2 | -4 | ? | -4 | 5 | 5 | 2 | 9 | -2
CCn1c(CNC(=O)c2ccc(Cl)cc2)nnc1SCC(=O)N1CCOCC1 | 1 | 5 | ? | 4 | 3 | -2 | -3 | 0 | 1
COCCn1c(Cc2ccccc2)nnc1SCC(=O)N1CCCC1=O | · | 3 | · | 9 | -1 | -12 | 0 | 3 | -20
O=C(NCC1COc2ccccc2O1)C1CCCN(S(=O)(=O)c2cnc[nH]2)C1 (stereo unspecified) | 2 | 0 | 0.2 | 1 | 9 | 2 | -1 | 0 | -1
OCC1(CO)COC(/C=C/c2ccccc2)=N1 | 3 | -2 | -0.9 | -6 | 2 | -11 | 0 | 0 | 0
COC(=O)c1ccc(NC(=O)CSc2nnc(CNc3ccc(OC)cc3)n2C)cc1 | -2 | 0 | -0.1 | 5 | 3 | 4 | 4 | 1 | 5
CCn1c(SCc2cc(=O)[nH]c3ccccc23)nnc1C1CC1 | 5 | 4 | -1.2 | 5 | 2 | 9 | 4 | 1 | 3
CC1(C)CC(=O)C(C(c2ccco2)C2C(=O)CC(C)(C)CC2=O)C(=O)C1 | 4 | -9 | -3.4 | 2 | 2 | 4 | 1 | 0 | 6
COC(=O)Nc1nn(-c2ccc(C)cc2)c(=O)c(C#N)c1C | 1 | -1 | 4.4 | -2 | 3 | 2 | 3 | -1 | 6
N=c1c2c(ncn1CCN1CCOCC1)Oc1ccc3ccccc3c1C2c1ccccc1 (stereo unspecified) | 2 | -3 | -0.6 | -7 | -3 | 8 | 15 | 2 | 6
O=C(NCCCN1CCOCC1)c1ccc2c(=O)n(-c3ccc(F)c(Cl)c3)c(=S)[nH]c2c1 | 5 | -2 | 3.3 | 2 | 4 | -1 | -3 | -1 | -6
O=C(CN(c1ccccc1)S(=O)(=O)c1ccccc1)N1CCN(Cc2ccc3c(c2)OCO3)CC1 | -4 | 7 | 1.4 | 0 | 6 | 4 | 0 | 0 | 6
Oc1ccc2nc(Cc3ccccc3)[nH]c2c1 | -4 | 2 | -1.5 | -4 | 5 | 5 | 4 | 4 | 7
CCOC(=O)C1C(=O)NCC2CCCC21 (stereo unspecified) | -2 | -8 | 0.6 | -1 | -7 | 3 | 4 | 5 | -1
COc1ccc(S(=O)(=O)N2CCC(C)CC2)cc1OC | 2 | 12 | 0.0 | 1 | 3 | 11 | 1 | 4 | 25
CC(=O)Nc1nc2c(s1)C(=O)NCCC2 | 4 | 5 | -1.4 | -11 | -2 | 6 | 2 | -5 | 2
CN(C(=O)c1ccc(NC(=O)Cc2cccc(NC(=O)C3CCN(C(=O)c4ccccc4)CC3)c2)cc1)C1CCCC1 | · | 0 | · | -3 | -3 | 3 | 0 | 3 | -3
Cc1ccc(S(=O)(=O)Nc2ccccc2F)cc1C(=O)N1CCN(c2ccccc2O)CC1 | · | 9 | · | 3 | 7 | 3 | 2 | 0 | 7
O=C(O)c1cccc(S(=O)(=O)NCc2cccs2)c1 | 2 | 4 | 1.6 | -3 | 6 | 3 | 1 | 6 | 4
Cc1ccc(/C=N/n2cnc3sc(-c4ccccc4)cc3c2=O)o1 | -7 | 65* | -4.8 | -12 | -8 | 67* | -2 | 4 | 124*
CCOc1ccc(OCc2ccc(C(=O)Nc3ccc(Cl)cn3)o2)cc1 | -7 | 7 | 0.5 | -14 | 1 | 2 | 9 | -1 | 3
Cn1c(CCN2CCCCC2)nc2cc(NC(=O)COc3ccc(Cl)cc3)ccc21 | -5 | 5 | 4.6 | -10 | 6 | 2 | -4 | 1 | 2
CC(C)OCCCNC(=O)C1CCC(CNS(=O)(=O)c2ccccc2)CC1 (stereo unspecified) | -4 | -2 | 0.6 | 2 | 14 | 3 | -1 | 3 | 3
CCC1(CC)C(=O)N(C)C(=O)NC1=Nc1ccc(OC)cc1 | 8 | -3 | 3.0 | -4 | 2 | 8 | 1 | 3 | 6
O=C(C1=C(O)C(=O)N(CCN2CCOCC2)C1c1cccc(Br)c1)c1cccs1 (stereo unspecified) | 1 | -5 | 0.0 | 3 | 8 | 0 | 3 | 1 | 1
NC(=S)c1cc2cc(Br)ccc2oc1=O | -2 | -6 | 2.7 | 3 | 6 | 3 | 2 | 6 | 6
CSc1ccc(Cl)c(C(=O)NCCCn2ccnc2)c1 | -5 | 7 | 2.3 | -2 | 1 | -1 | 3 | 8 | -2
COc1ccccc1OCc1nnc(SCC(=O)N2CCCC2)o1 | 1 | 4 | -0.3 | 0 | 3 | -1 | -1 | 0 | 5
CC(C)c1csc(CN2CCCC(CNC(=O)c3cccc4ccccc34)C2)n1 (stereo unspecified) | 5 | -2 | -0.8 | 2 | 0 | 6 | 5 | -3 | 7
CCOC(=O)CCNC(=O)N1CCC(CCOc2ccccc2)(C(=O)OCC)CC1 | -2 | 2 | 1.5 | 3 | 2 | 11 | 2 | -1 | 3
CCC1Oc2ccc(C)cc2N(CC(=O)NCCN2CCOCC2)C1=O (stereo unspecified) | -1 | -11 | 1.2 | -6 | 4 | -2 | -2 | 6 | 1
Nn1c(SCC(=O)Nc2cc(S(=O)(=O)N3CCOCC3)ccc2Cl)nnc1-c1cccnc1 | -2 | 3 | -1.3 | -3 | 7 | -5 | 1 | -1 | -13
CCCCc1nnc(NC(=O)CCS(=O)(=O)c2ccc(C)cc2)s1 | · | -1 | · | 5 | -2 | -3 | 5 | 7 | -1
COC(=O)c1ccccc1NC(=O)Cn1nc2n(C)c3ccccc3n2c(=O)c1=O | 3 | -4 | -0.8 | 2 | -5 | 1 | 17 | · | 9
O=C1CCSc2cccc3cccc(c23)N1 | -1 | -1 | -1.8 | -1 | 2 | 1 | -2 | -3 | 5
Cc1ccc(NC(=O)CCC(=O)N2CCN(S(=O)(=O)c3ccc(C)cc3)CC2)cc1 | · | -2 | · | 3 | 13 | -1 | 1 | 6 | 4
Cc1onc(-c2ccccc2Cl)c1C(=O)NC1CCCCCC1 | -8 | 3 | 0.9 | 0 | 7 | 9 | 0 | 2 | 9
COc1cccc(/C=C/c2ccccn2)c1O | 0 | 3 | 0.5 | 4 | 6 | 4 | 40 | -4 | 2
COc1ccc(C(=O)OCC(=O)Nc2ccc(N3CCOCC3)cc2)cc1 | · | 1 | · | -5 | 8 | 3 | 0 | -1 | -2
Cc1ccc(NC(=O)c2ccc(OC(=O)CCN3C(=O)c4ccccc4C3=O)cc2)cc1 | -10 | 9 | 2.1 | -3 | -2 | 5 | 9 | 2 | 3
CC1=C(C)CC(C(=O)NC2CCN(C(C)C)CC2)C(C(=O)O)C1 (stereo unspecified) | 2 | -2 | -1.9 | -3 | -1 | 14 | 1 | 1 | 5
Cc1ccc(-c2nn(C)c(=O)c3ccccc23)cc1CNC(=O)c1ccco1 | -3 | 5 | -3.0 | -12 | 1 | -2 | 0 | 6 | -1
Cc1oc2nc(SCC(=O)NC3CCCCC3)nc(N)c2c1C | 0 | 11 | 4.9 | 1 | 3 | -4 | 0 | 0 | 3
N#C/C(=C\c1c(N2CCCCC2)nc2ccccn2c1=O)C(=O)NCc1ccco1 | -4 | 2 | -0.1 | -3 | 8 | -9 | -5 | -1 | 1

More structures follow:
mol | Fam108B inh | GLD-1 TGE inh | MEX-5 binding | PME-1 inh | pPAFAH inh | MCL1-BIM inh | AHR activator | PAFAH1B2 inh | BCLXL inh
COc1ccc(/C=N/N(C)C2=NS(=O)(=O)c3ccccc32)cc1 | -4 | 4 | 2.4 | 4 | 4 | 2 | -2 | 1 | 7
Cc1ccc(NC(=O)c2cccnc2)c([N+](=O)[O-])c1 | 0 | 1 | 0.5 | -1 | 0 | 6 | 0 | -3 | 2
S=c1[nH]c2ccc3ccccc3c2[nH]1 | 2 | -3 | -3.5 | 13 | -2 | -19 | 6 | 2 | -10
Cc1cc(C(=O)CSc2nncs2)c(C)n1Cc1ccco1 | 1 | 1 | 0.5 | -7 | 6 | 1 | 10 | 2 | -2
CSc1ccc(-c2nc(CSCC(=O)NCCCN3CCCC3=O)c(C)o2)cc1 | 1 | -8 | 1.0 | 3 | 0 | 5 | 0 | 5 | 7
Cc1cc(C)c(OCC(=O)OC(C)C(=O)N2CCc3ccccc32)c(C)c1 (stereo unspecified) | -2 | 5 | 1.3 | 3 | 2 | 5 | 1 | 0 | 3
CCCNC(=O)/C(C#N)=C1\N=C(NC(=O)c2ccco2)c2ccccc21 | 1 | -12 | -1.2 | -1 | 1 | -7 | -4 | 3 | -3
COc1ccc2nc(NC(=O)CSc3nnc(N)s3)sc2c1 | -18 | 3 | 3.0 | -4 | -3 | 0 | 0 | -11 | 2
